Assay outcomes from PubChem BioAssay.
Neddyl block – inhibitors of cullin neddylation, primary screen, biochemical, TR-FRET, uHTS, NAE and Ubc12; NEDD8-conjugating enzyme Ubc12 (Homo sapiens) + NEDD8-activating enzyme E1 regulatory …; calls only at 25 µM; hit rate 0.58% among 360,000; in the data active means inhibition above about 36%
MsrA inhibitor – bovine MsrA enzyme inhibitors, primary screen, biochemical, absorbance, HTS; purified bovine MsrA, absorbance read-out; inhibition, % at 15.5 µM; hit rate 0.75% among 360,000; in the data active means inhibition above about 4.5%;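 further: 0% = vehicle wells with enzyme and 100% = reference inhibitor wells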
E coli Lon inh – inhibitors of E. coli Lon protease, primary screen, biochemical, fluorescence polarization; inhibition, % at 7.94 µM; purified E. coli Lon protease; hit rate 0.42% among 360,000; AID 602123, 2011; P0A9M0; in the data active means inhibition above about 13%, passing the limit was not always enough;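 further: 0% = enzyme with probe and DMSO and 100% = no enzyme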
Target sequence (P0A9M0 whole entry, looked up): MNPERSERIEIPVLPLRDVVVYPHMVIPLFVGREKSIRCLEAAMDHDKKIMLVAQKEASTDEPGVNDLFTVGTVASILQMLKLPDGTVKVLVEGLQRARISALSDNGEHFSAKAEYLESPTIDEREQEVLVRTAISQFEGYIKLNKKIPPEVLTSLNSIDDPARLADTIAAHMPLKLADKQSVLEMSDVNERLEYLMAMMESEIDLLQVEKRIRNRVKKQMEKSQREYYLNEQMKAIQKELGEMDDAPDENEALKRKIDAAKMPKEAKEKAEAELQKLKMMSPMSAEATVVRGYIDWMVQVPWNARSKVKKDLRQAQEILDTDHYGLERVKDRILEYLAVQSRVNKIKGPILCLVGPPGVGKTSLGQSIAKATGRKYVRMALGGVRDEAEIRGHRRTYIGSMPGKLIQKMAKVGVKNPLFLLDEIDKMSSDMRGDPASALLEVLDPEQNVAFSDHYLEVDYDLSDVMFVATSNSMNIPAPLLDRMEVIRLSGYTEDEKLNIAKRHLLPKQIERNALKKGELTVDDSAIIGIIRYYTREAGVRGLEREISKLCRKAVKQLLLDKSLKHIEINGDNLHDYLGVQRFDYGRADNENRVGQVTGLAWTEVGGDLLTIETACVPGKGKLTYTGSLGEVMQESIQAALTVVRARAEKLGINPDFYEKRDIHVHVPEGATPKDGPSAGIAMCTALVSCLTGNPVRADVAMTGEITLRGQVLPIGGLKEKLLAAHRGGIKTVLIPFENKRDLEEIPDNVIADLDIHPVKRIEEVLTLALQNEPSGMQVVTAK
TbMetRS inhib – T. brucei MetRS inhibitors, primary screen, biochemical, luminescence; methionyl-tRNA synthetase (Trypanosoma brucei brucei); purified T. brucei MetRS, ATP depletion, Kinase-Glo luminescence; inhibition, % at 11.9 µM; hit rate 0.4% among 360,000;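 active means inhibition above a per-plate cutoff of the control wells' mean inhibition plus 3 SD, cut at about 5.5% in these data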;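 further: 0% = DMSO wells median and 100% = median of wells with control inhibitor compound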
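Dosing: 11.9 µM single point; system: parasite MetRS enzyme; technique: luminescence of leftover ATP; times: 15 min enzyme-compound preincubation, 2 h reaction, 10 min detection, 25 °C; replicates: each compound tested once; read-out basis: percent inhibition relative to median high and low control wells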
FAS TE block – FAS thioesterase domain inhibitors, primary screen, biochemical, fluorescence intensity, uHTS; recombinant FAS-TE, OMFH fluorogenic substrate, fluorescence endpoint; inhibition, % at 15 µM; hit rate 0.67% among 360,000;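 active means compounds whose normalised, plate-corrected inhibition of enzyme fluorescence in the single-dose primary screen is 50% or more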;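 further: 0% = DMSO with enzyme and 100% = substrate without enzyme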
PABP1 MLLE inh – inhibitors of PABP1 MLLE–PAM2 peptide binding, primary screen, biochemical, fluorescence polarization, FITC-PAM2, GST-MLLE; inhibition, % at 20 µM; hit rate 0.36% among 360,000; AID 588489, 2011; in the data active means inhibition above about 35%, passing the limit was not always enough;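 further: plate controls were DMSO wells with GST-MLLE for no effect and wells lacking GST-MLLE protein for full effect; some results filed as inactive read as strong as hits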
Rin1-Abl PPI inh – inhibitors of Rin1-Abl protein binding, primary screen, biochemical, TR-FRET. Tyrosine-protein kinase ABL1 (Homo sapiens) + Ras and Rab interactor 1 (Homo sapiens), …. inhibition, % at 7.35 µM. hit rate 0.4% among 360,000; in the data active means inhibition above about 5%, passing the limit was not always enough
CSN inh – inhibitors of CSN-mediated cullin deneddylation, primary screen, biochemical, fluorescence polarization, uHTS; AID 651999, 2013; hit rate 0.38% among 360,000; COP9 signalosome complex subunit 5 (Homo sapiens), Q92905; inhibition, % at 12.5 µM; Purified CSN, SCF-Nedd8-OG deneddylation;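 active means pattern-corrected inhibition above about 35%, with an unprinted fluorescence ratio check between 0.5 and 1.5, limit read from the data, passing the limit was not always enough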;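 further: 0% = enzyme with substrate and 100% = substrate without enzyme; some results filed as inactive read as strong as hits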
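Assay system: purified human Csn5 enzyme expressed in HEK293T cells; measure: % inhibition; also added: SCFSkp2-Nedd8OG substrate at 10 nM final; technique: fluorescence polarization; times: reaction 90 min, room temperature; medium: Tris buffer pH 7.5, NaCl, DTT, Tween-20, trehalose, ovalbumin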
MsrA act – bovine MsrA enzyme activators, primary screen, biochemical, absorbance, HTS. AID 602163, 2012. Methionine sulfoxide reductase A (Bos taurus). activation, % at 10.6 µM. hit rate 0.3% among 360,000. purified bovine MsrA, absorbance read-out; in the data active means activation above about 7.5%;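 further: 0% = vehicle and 100% = reference activator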
* marks the source's active call; other numbers are inactive results; i = inactive; / = not tested or not shown. This is a random part of the collection, and some 4% of all compounds hit somewhere here.

mol	Neddyl block	MsrA inhibitor	Rin1-Abl PPI inh	FAS TE block	E coli Lon inh	TbMetRS inhib	CSN inh	PABP1 MLLE inh	MsrA act
CN(C)c1ccc(NC(=O)COC(=O)c2ccc3c(c2)OCO3)cc1	i	0.0	2	1	-3	-0.5	5	-8	-2
N#CCc1ccc(C(=O)c2ccccc2F)s1	i	0.9	0	-1	-16	-0.3	3	-14	-14
N#CCCSCc1ccc(C(=O)O)o1	i	0.2	4	-10	-1	-1.3	-4	4	-6
CC(=O)c1sc(N/N=C\c2ccc(Br)cc2)nc1C	i	-0.8	-2	20	-357	-0.3	17	-96	-3
CN1OC[C@@H]2CN(Cc3cc(Cl)cc(Cl)c3)[C@H](c3cccc(-c4ccc(C#N)cc4)c3)C[C@@H]21	i	0.9	1	32	-3	-1.4	-6	-18	-5
CC(=O)Nc1cccc(-c2cc(C)c3cc4c(cc3n2)OCO4)c1	i	1.8	-2	-3	-4	-1.4	3	-7	-13
Cc1cc(C)c(OCCn2ccnc2)c(C)c1	i	1.0	3	-4	1	-0.3	-4	0	-2
Cc1noc(NS(=O)(=O)c2ccc(NC(=O)c3ccc(F)cc3)cc2)c1C	i	-0.5	0	-6	1	-0.1	-1	-5	-5
Cc1nn(C)cc1NC(=O)c1cc2nc(-c3ccco3)cc(C(F)(F)F)n2n1	i	1.0	-3	-2	-17	0.3	1	-1	-3
O=C(C1CC(=O)N(c2ccc3c(c2)OCCO3)C1)N1CCN(S(=O)(=O)c2ccccc2F)CC1 (configuration not stated)	i	0.4	0	-16	-1	0.6	3	-9	-3
C/C(Cn1cnc([N+](=O)[O-])n1)=N/NC(=O)COc1ccccc1Cl	i	0.7	-1	-6	-14	-0.1	7	5	-4
COc1ccc(CNc2ncnc3cc(Cl)ccc23)cc1	i	0.3	0	5	-7	1.3	-9	-14	0
CCc1ccc([C@H]2[C@@H]3C(=O)C[C@@H]4C(=O)N(C)C(=O)[C@@H]4[C@@H]3CN2S(=O)(=O)c2ccc(C)cc2)cc1	i	0.7	3	10	-2	-0.2	2	-2	-2
CC(C)(C)C(=O)c1c(N)[nH]c(C(=O)c2ccccc2)c1-c1ccccc1Br	i	1.3	/	5	-11	-1.2	4	/	-4
O=C(Nc1ccccc1Cl)C1CCCN(S(=O)(=O)c2cccc3cccnc23)C1 (configuration not stated)	i	-0.6	-2	-1	-5	-0.6	8	-3	-9
Cc1cccc(NC(=O)CNC(=O)c2cccs2)n1	i	0.3	5	-8	-3	-0.3	-2	-5	-11
COc1ccc(/C=C2/C(=O)N(c3ccccc3)N=C2C)cc1OC	i	1.3	18*	-6	-5	1.2	0	17	0
O=C(CSc1nnc(-c2ccncc2)o1)NCc1ccccc1Cl	i	0.0	2	-4	-6	-0.7	-4	-17	-9
S=C(NCc1ccco1)Nc1ccc(Cl)c(Cl)c1	i	1.5	-5	38	-5	0.6	-4	7	1
CCc1nc2cc(C)nn2c2nc3ccccc3n12	i	-0.7	2	-8	4	0.2	1	-2	0
CC(=O)Nc1ccc(-c2csc(Nc3ccc(Cl)cn3)n2)cc1	i	1.1	-4	4	4	-0.1	2	3	-5
CN(CC(=O)NC(=O)NC1CCCCC1)Cc1ccccc1	i	-0.7	3	0	-1	-0.1	-2	3	-1
CSC1=C(C#N)C(c2ccccc2C)C(C#N)=C(N)N1 (configuration not stated)	i	1.2	0	-6	-7	-0.2	1	-4	-2
CC(=O)Nc1ccc(OCCOc2ccc(/C=C3/C(=N)N4C=CSC4=NC3=O)cc2)cc1	i	-0.7	-4	-7	7	-0.2	-4	-8	-4
COC(C[C@H](O)[C@H](C)[C@H](O)COCc1ccccc1)OC	i	0.9	1	-11	-5	-0.3	3	4	-2
Cc1ccc(N(Cc2cc3ccccc3[nH]c2=O)C(=O)c2ccco2)c(C)c1	i	2.8	1	-2	7	-0.1	3	7	1
CC(Sc1nnc(-c2ccccc2Br)o1)C(=O)N1CCOCC1 (configuration not stated)	i	-0.9	-2	-1	-3	0.1	-6	0	-1
O=C(Nc1nc2c(Br)cc(Br)cc2c(=O)s1)C1CCC1	i	-0.5	0	2	-6	0.1	102	-27	3
CC1=NOC(=O)/C1=C\c1ccc(-c2ccccc2Br)o1	i	-0.3	-268	-5	4	0.0	34	-3	0
O=C(Nc1ccc(Cl)cn1)c1cccc(S(=O)(=O)N2CCCCC2)c1	i	-1.8	1	11	-1	-0.3	3	4	-2
CCCNC(=O)c1cc2c(c(-c3cccc(-c4ccc(F)cc4)c3)n1)[C@@H](CCO)N(S(=O)C(C)(C)C)C2 (some centres not stated)	i	-1.3	1	7	8	-0.3	-1	1	2
CC(=O)N1c2ccc(S(=O)(=O)N3CCC(C(=O)N4CCN(c5cccc(C(F)(F)F)c5)CC4)CC3)cc2CC1C (configuration not stated)	i	0.2	2	26	5	-0.4	1	17	-10
CC(C)Oc1ccc(CNC(=S)N/N=C/c2ccc([N+](=O)[O-])cc2)cc1	i	1.2	3	31	-9	0.1	-3	23	0
O=C(CCCN1C(=O)C2CC=CCC2C1=O)Nc1cccc(F)c1 (configuration not stated)	i	-1.4	1	-7	-5	0.1	2	-12	5
CCOC(=O)C1=C(C)Nc2nc(C)nn2C1c1ccc(C)cc1 (configuration not stated)	i	0.7	1	-8	9	3.0	3	-1	-11
CCN(CC)C(=O)CN(c1cccc([N+](=O)[O-])c1)S(=O)(=O)c1ccccc1	i	1.7	-1	-3	-11	-0.5	0	6	-3
CC(=O)c1ccc(S(=O)(=O)N2CCN(CC(=O)Nc3ccccc3C(=O)NC3CC3)CC2)cc1	i	0.7	3	-3	13	-0.3	4	-7	-3
Nc1ccc2oc(-c3ccc4nc[nH]c4c3)nc2c1	/	1.7	-4	-10	-3	-0.8	-4	-5	-7
Cc1ccc(NC(=O)CN(C)C(=O)CCOc2ccccc2C)cc1	i	1.5	1	-8	5	1.4	0	18	-2
CCOc1ccc(C2CC(=O)NC(SCC(=O)OC)=C2C#N)cc1 (configuration not stated)	i	0.3	2	-5	-14	0.1	-3	-29	-2
Cc1c(C(=O)O)oc2c1/C(=N\O)CCC2	i	-0.8	-4	-9	-4	-0.3	-16	17	-3
CCc1ccccc1-n1c(SCC(=O)N2CCCC2)nc2[nH]ncc2c1=O	i	-0.3	3	-7	-1	0.4	5	-10	-2
COc1ccccc1NS(=O)(=O)c1cccc(NC(=O)Nc2ccc(Cl)cc2)c1	i	1.1	0	33	8	51*	2	11	-6
Cc1cc(NC(=O)C2CCC2)n(-c2ccccn2)n1	i	-0.4	2	-11	-7	-0.7	-2	0	-10
COc1ccc2cc(C(=O)C3CCCN(C(=O)c4cnccn4)C3)ccc2c1 (configuration not stated)	/	1.9	-4	-3	-6	-1.2	-2	13	-4
Cc1ccc(S(=O)(=O)N2CCC(C(=O)NCCCN3CCCCCC3)CC2)cc1	i	0.4	0	-6	-7	-0.8	3	-16	0
COC(=O)c1cc(-c2ccccc2)n[nH]1	i	-0.3	-2	-4	-1	-0.1	1	5	-1
COc1cccc(NC(=S)N2C3CCCC2CC(NC(=O)C2CC2)C3)c1 (configuration not stated)	i	-0.7	3	-4	-4	-0.4	8	-42	-4

Single records, from the list above:
Record of CCc1ccccc1-n1c(SCC(=O)N2CCCC2)nc2[nH]ncc2c1=O : Neddyl block: i; MsrA inhibitor: -0.3; Rin1-Abl PPI inh: 3; FAS TE block: -7; E coli Lon inh: -1; TbMetRS inhib: 0.4; CSN inh: 5; PABP1 MLLE inh: -10; MsrA act: -2
Record of COc1cccc(NC(=S)N2C3CCCC2CC(NC(=O)C2CC2)C3)c1 (configuration not stated) : Neddyl block: i; MsrA inhibitor: -0.7; Rin1-Abl PPI inh: 3; FAS TE block: -4; E coli Lon inh: -4; TbMetRS inhib: -0.4; CSN inh: 8; PABP1 MLLE inh: -42; MsrA act: -4

Molecules from the list above that contain a thiophene ring, fused or not, in the order listed:
mol	Neddyl block	MsrA inhibitor	Rin1-Abl PPI inh	FAS TE block	E coli Lon inh	TbMetRS inhib	CSN inh	PABP1 MLLE inh	MsrA act
N#CCc1ccc(C(=O)c2ccccc2F)s1	i	0.9	0	-1	-16	-0.3	3	-14	-14
Cc1cccc(NC(=O)CNC(=O)c2cccs2)n1	i	0.3	5	-8	-3	-0.3	-2	-5	-11

Continued.
mol	Neddyl block	MsrA inhibitor	Rin1-Abl PPI inh	FAS TE block	E coli Lon inh	TbMetRS inhib	CSN inh	PABP1 MLLE inh	MsrA act
Cc1cccc(N(C)S(=O)(=O)c2ccc(-c3cc(C)no3)s2)c1	i	-0.3	3	26	3	-0.1	3	-3	-1
CSC1=NCCN1S(=O)(=O)c1ccc(Cl)cc1	i	-0.3	0	-8	-3	-0.7	-2	-5	-5
CSc1ccc(CN2CCC2(C)C(=O)Nc2cnc3ccccc3c2)cc1 (configuration not stated)	i	-0.7	-6	14	3	-0.4	1	-6	-6
CC1CCCCN1c1nc(-c2ccncc2)nc2ccccc12 (configuration not stated)	i	2.1	-3	15	-2	-0.8	0	20	-15
O=C(Cc1ccccc1)NCC(=O)N/N=C/c1ccc(C(=O)O)cc1	i	2.2	-1	-6	-13	0.0	-3	-2	-3
O=C(O)c1ccc(-c2nc(-c3ccccc3)c(-c3ccccc3)[nH]2)cc1	/	3.4	-4	-1	-3	0.4	-4	24	-4
CN1c2ccccc2C(O)=C(C(=S)Nc2ccccc2)S1(=O)=O	i	5.3*	1	-6	1	-0.7	3	29	-21
CN(C(=O)Nc1ccccc1)n1cnc2ccccc2c1=O	i	0.2	0	-4	3	0.0	-1	3	-5
